# Compound activity deposited in PubChem BioAssay by several laboratories.
# RGS4 inh – human RGS4 inhibition | P49798 | HEK293 M3R/RGS4 inducible, Fluo-4 calcium flux; hits give high values; triggered by carbachol at its EC20 | B-score at 10 µM | 310,000 tested, 0.45% active | AID 463165;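 active = B-score, a plate-corrected calcium signal, over three deviations above library mean, with baseline fluorescence within five deviations of library mean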;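 also: RGS4 expression induced by doxycycline in cells with stable M3 receptor; B-score is computed from the integrated fluorescence ratio over baseline after carbachol; higher B-score means a larger calcium signal and so more RGS4 inhibition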
# Target sequence (P49798 whole entry, looked up): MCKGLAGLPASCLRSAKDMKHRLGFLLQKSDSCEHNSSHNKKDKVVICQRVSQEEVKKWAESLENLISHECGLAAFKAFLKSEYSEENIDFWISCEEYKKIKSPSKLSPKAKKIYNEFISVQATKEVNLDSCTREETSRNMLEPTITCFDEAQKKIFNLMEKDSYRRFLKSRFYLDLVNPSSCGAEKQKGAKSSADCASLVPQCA
# RGS4 pot – RGS4 potentiation or activation; 310,000 tested, 0.92% active; B-score at 10 µM; AID 463111; HEK293 M3R/inducible RGS4, carbachol calcium flux Fluo4; hits give low values;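 active = B-score of the integrated calcium signal more than 4 SD below the library mean, with starting fluorescence not abnormally high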;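 also: negative B-score means reduced calcium response which marks RGS4 activation or potentiation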
#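 Reagent: ECmax carbachol challenge; Test system: M3R-expressing HEK293 line, RGS4 induced by doxycycline; Schedule: overnight RGS4 induction, 30 min dye load 37 °C, 20 min compound RT; Detection: calcium dye Fluo4 fluorescence; Read-out: Agonist-evoked peak-minus-minimum fluorescence over baseline, integrated ratio, B score.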
# HDAC3 inh – blocks human histone deacetylase 3; O15379; recombinant HDAC3, fluorogenic peptide/trypsin coupled, fluorescence; inhibition, % at 8.3 µM; 320,000 tested, 0.15% active; AID 2718; in the data active = inhibition above about 26%, passing the limit was not always enough
# Target sequence (O15379 whole entry, looked up): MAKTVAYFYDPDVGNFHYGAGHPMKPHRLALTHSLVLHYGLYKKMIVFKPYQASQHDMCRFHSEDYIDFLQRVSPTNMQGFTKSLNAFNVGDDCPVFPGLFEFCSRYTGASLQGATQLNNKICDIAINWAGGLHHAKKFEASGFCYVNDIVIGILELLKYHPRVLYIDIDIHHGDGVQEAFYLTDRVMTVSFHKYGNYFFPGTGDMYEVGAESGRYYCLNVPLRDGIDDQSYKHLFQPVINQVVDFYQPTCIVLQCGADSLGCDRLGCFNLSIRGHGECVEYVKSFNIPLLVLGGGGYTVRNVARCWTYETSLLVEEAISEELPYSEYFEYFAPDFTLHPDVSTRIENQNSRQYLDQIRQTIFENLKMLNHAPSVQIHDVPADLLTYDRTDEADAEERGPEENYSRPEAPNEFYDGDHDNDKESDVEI
# SKKanGAS inh – inhibitors of SKKanGAS S. pyogenes growth in kanamycin (SK-promoter or general growth effect) | BacTiter-Glo, 6 h | inhibition, % at 7.5 µM | 300,000 tested, 1.3% active;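 active = mean replicate score, as percent of positive control median, at least 50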;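 also: strain carries kanamycin resistance gene driven by streptokinase promoter and grows in 40 µg/ml kanamycin; loss of luminescence reflects streptokinase promoter inhibition or plain growth inhibition; 0% = median of DMSO wells and 100% = positive control at its reference dose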
# ANO1 activ – mouse TMEM16A channel activation, primary screen; Q8BHY3; HEK293 TMEM16A/YFP-H148Q/I152L, iodide quench fluorescence; hits give low values; B-score at 10 µM; 340,000 tested, 0.3% active;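 active = fluorescence-ratio B-score plate-corrected deviation score at least 3 library SD below zero, with starting fluorescence score within 5 deviations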;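 also: channel opened by trigger with iodide after compound preincubation; score built on the fluorescence ratio of max minus min over baseline; more negative score means more quench and so TMEM16A activation or potentiation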
# KCNQ1 act – potentiators or activators of human KCNQ1 potassium channel; CHO-K1 KCNQ1, thallium flux FluxOR fluorescence; hits give high values; 310,000 tested, 0.35% active; AID 2648; B-score at 10 µM; P51787;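 active = fluorescence ratio B-score, a plate-corrected score, at least three library SD, with initial intensity B-score within 5 SD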
#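 System: CHO-K1 cells stably expressing KCNQ1 / Medium: assay buffer for compound exposure, DMSO matched across wells / Reagent: thallium- and potassium-containing depolarizing buffer / Compound: one concentration, matched DMSO / Incubation: 20 min compound pretreatment at room temperature / Measured by: kinetic FluxOR fluorescence, 10 s baseline plus 110 s post-stimulus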
# ANO1 block – blocks the mouse calcium-activated chloride channel TMEM16A; Q8BHY3; HEK293 TMEM16A/YFP iodide influx fluorescence, ionomycin; normalized B-score (activity score, 25-100; higher = stronger inhibition) at 10 µM; 310,000 tested, 1.2% active;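 active = ratio plate-corrected score three or more library SD toward inhibition, starting fluorescence score within five deviations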;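 also: score derived from kinetic fluorescence span divided by baseline fluorescence per well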
# KCNK9 inh – blocks the human KCNK9 two-pore domain potassium channel; B-score at 10 µM; 310,000 tested, 1.2% active; HEK293 KCNK9, FluxOR thallium flux fluorescence; hits give low values; AID 488922; Q9NPC2;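 active = ratio B-score over 3 SD below the library mean, with starting fluorescence within 5 SD of its mean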;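 also: negative B-score means less thallium flux so channel inhibition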
# hERG rescue – compounds protecting human hERG from proarrhythmic drug block. CHO-hERG, FluxOR thallium flux, dofetilide IC70 present. AID 1511. activation (rescue from dofetilide block), less the hit threshold, % at 10 µM. 310,000 tested, 0.51% active;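 active = activation above the mean of controls blocked by dofetilide plus 5 SD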;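 also: thallium influx through hERG after potassium depolarization seen as dye fluorescence rise; in these data hits start at about 4.7%; inactives centre near -7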
# KCNQ1 block – blocks the human KCNQ1 potassium channel; CHO-K1 KCNQ1, FluxOR thallium flux fluorescence; hits give high values; B-score at 10 µM; AID 2642; P51787; 310,000 tested, 1.3% active;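 active = compounds whose thallium flux B-score, printed positive for inhibition, exceeds three library SD while starting fluorescence stays within three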;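 also: channel opened by potassium depolarization with thallium stimulus after 20 min compound exposure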
# KCNK3 block – human KCNK3 channel inhibition, primary screen. O14649. CHO-KCNK3 thallium flux, FluxOR fluorescence; hits give low values. B-score at 10 µM. 340,000 tested, 0.84% active. AID 602410;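 active = B-score under library mean minus 4 SD, starting fluorescence ratio at most library mean plus 5 SD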;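 also: more negative B-score means stronger inhibition of thallium flux through KCNK3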
# Target sequence (O14649 whole entry, looked up): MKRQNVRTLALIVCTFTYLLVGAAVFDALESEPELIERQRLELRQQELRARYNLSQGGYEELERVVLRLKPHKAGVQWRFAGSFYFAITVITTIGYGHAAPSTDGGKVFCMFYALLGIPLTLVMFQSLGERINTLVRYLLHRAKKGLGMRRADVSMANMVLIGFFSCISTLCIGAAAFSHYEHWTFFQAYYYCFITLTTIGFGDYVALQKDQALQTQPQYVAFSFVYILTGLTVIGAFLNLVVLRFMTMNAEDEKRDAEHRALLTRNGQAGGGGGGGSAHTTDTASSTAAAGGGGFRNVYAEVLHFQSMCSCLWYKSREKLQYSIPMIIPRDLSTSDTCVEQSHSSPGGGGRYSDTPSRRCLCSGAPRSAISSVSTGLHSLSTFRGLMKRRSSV
# * marks the source's active call; other numbers are inactive results; i = inactive; . = no result given.
# Each structure is followed by: RGS4 inh, RGS4 pot, HDAC3 inh, SKKanGAS inh, ANO1 activ, KCNQ1 act, ANO1 block, KCNK9 inh, hERG rescue, KCNQ1 block, KCNK3 block
> Cc1cc(C)cc(OCC(=O)NNC(=O)c2cc(C)[nH]n2)c1
  i, i, -4, -10, i, i, i, i, -3, i, i
> COC(=O)c1ccc(OCC(O)CN2C(=O)c3ccccc3S2(=O)=O)cc1 (stereo not drawn)
  i, i, -5, -17, i, i, i, i, -9, i, i
> O=C(COC(=O)/C=C/c1cccs1)NC(c1ccccc1)c1ccccc1
  i, i, -1, 5, i, i, i, i, -6, i, i
> O=C(O)CC1=C(c2ccc(F)cc2)CCC1=O
  i, i, 9, 13, i, i, i, i, -2, i, i
> c1ccc(CCC2CCCCN2Cc2nc(C3CC3)no2)cc1 (stereo not drawn)
  i, i, 2, 20, i, i, i, i, -3, i, i
> CCCCn1nc(C(=O)Oc2ccc3c(C)cc(=O)oc3c2)c2ccccc2c1=O
  i, i, ., -2, i, i, i, i, -16, i, i
> COc1ccc2nc(SCC(=O)N3CCNC3=O)[nH]c2c1
  i, i, 4, 5, i, i, i, i, -16, i, i
> Cc1ccccc1NC(=O)CSc1ccncc1
  i, i, -5, 0, i, i, i, i, -4, i, i
> CC1=C(C(=O)OCC(C)C)C2(O)C(=O)c3ccccc3C2(O)N1 (stereo not drawn)
  i, i, -6, 5, i, i, i, i, -4, i, i
> Cc1cc(NC(=O)c2ccc([N+](=O)[O-])cc2Cl)ccc1NC(=O)c1ccco1
  i, i, -2, 7, i, i, i, i, -12, i, i
> CC(C(=O)Nc1cc(C(F)(F)F)ccc1N1CCOCC1)N1C(=O)C2CC=CCC2C1=O (stereo not drawn)
  i, i, 5, 11, ., i, i, i, -2, i, i
> Nc1cc(-c2cccc(F)c2)nn1S(=O)(=O)c1cccc2nsnc12
  i, i, -3, -6, i, i, i, i, -8, i, i
> CCOc1ccc(OCCSc2nc3ccccc3n2CC(=O)O)cc1
  i, i, 6, 3, i, i, i, i, -2, i, i
> O=[N+]([O-])c1ccccc1/C=C/c1ccc2ccccc2n1
  i, i, 4, -3, i, i, i, i, -3, i, i
> Cc1ccc(N2C(=O)CC(Nc3cccc4ccccc34)C2=O)cc1 (stereo not drawn)
  i, -8.6*, -4, 4, i, i, i, i, -3, i, i
> COC(=O)c1sc(NC(=S)NC(=O)c2cc(OC)c(OC)c(OC)c2)nc1C
  i, i, 4, 5, i, i, i, i, -7, i, i
> CCN(CC)C(=O)c1ccc(CS(=O)(=O)c2ccc(Br)cc2)cc1
  i, i, 2, 5, i, i, i, i, -8, i, i
> Cc1nnc(SCCn2c(N3CCC(C)CC3)nc3c2c(=O)[nH]c(=O)n3C)s1
  i, i, 4, -4, i, i, i, i, -10, i, i
> CCCOc1ccc(C2NC(=S)NC(c3ccccc3)=C2C(=O)Nc2ccc(C)cc2)cc1OC (stereo not drawn)
  i, i, 1, 8, i, i, i, i, 1, i, i
> COc1ccc(OCC(=O)Nc2ccc(S(=O)(=O)N3CCCCCC3)cc2)cc1
  i, i, 18, 0, i, i, i, i, -8, i, i
> Cc1cc(C)c(C(=O)Cn2nc(C(=O)O)c3ccccc3c2=O)cc1C
  i, i, 3, 1, i, i, i, i, -9, i, i
> CCOC(=O)Nc1ccc2c(c1)Sc1ccccc1N2C(=O)CCN1CCOCC1
  i, i, 0, -2, i, i, i, i, -10, i, i
> Nc1n[nH]c2cccc(Cl)c12
  i, i, 3, -1, i, i, i, i, -10, i, i
> COc1ccccc1CC(=O)Nc1ccc(-c2noc(COc3ccc(Cl)c(C)c3)n2)cc1
  i, i, 6, 2, i, i, i, i, -9, i, i
> COC(=O)NNC(=S)Nc1ccc(Br)cc1
  i, i, -1, -2, i, i, i, i, -14, i, i
> c1ccc2c(c1)sc1nnnn12
  i, i, -6, -1, i, i, i, i, -5, i, i
> CC(=O)Nc1ccc(S(=O)(=O)N2CCC(C(=O)c3ccc(F)cc3)CC2)cc1
  i, i, -2, 7, i, i, i, i, -5, i, i
> Cc1ccc(S(=O)(=O)CCNC(=O)Cc2ccccc2)cc1
  i, i, 5, -1, i, i, i, i, -4, i, i
> COc1ccc(CNC(=O)CC2C(=O)NCCN2CC(C)(C)C)c(OC)c1 (stereo not drawn)
  i, i, -4, 4, i, i, i, i, -14, i, i
> Cc1cc(O)c(N=Cc2cc3c(cc2[N+](=O)[O-])OCO3)cc1C
  i, i, -4, 9, i, i, i, i, -6, i, i
> Cc1cc(C(=O)NC2CCCCC2)c(C)n1-c1ccc(F)cc1
  i, i, -5, -4, i, i, i, i, -9, i, i
> COc1ccccc1/C=C\C(=O)NCC(=O)N/N=C/c1ccc(O)cc1O
  i, i, 1, 4, i, i, i, i, -20, i, i
> CCCOc1ccc(-c2c(C(=O)N/N=C/c3ccc(C)cc3)nnn2-c2nonc2N)cc1
  i, i, 2, 20, i, i, i, i, -7, i, i
> CCOc1ccc(C(=O)Nc2ccc(S(=O)(=O)Nc3cc(C)on3)cc2)cc1
  i, i, 2, -3, i, i, i, i, -8, i, i
> CCOC(=O)c1ccc(NC(=S)N(CCCN2CCCC(C)C2)Cc2ccco2)cc1 (stereo not drawn)
  i, i, 6, -10, i, i, i, i, -12, i, i
> CCn1c(O)c(N=NC(=O)C2C(=O)NCC2c2ccccc2)c2ccccc21 (stereo not drawn)
  i, i, 0, -1, i, i, i, i, 1, i, i
> CC1CCCN(C(=O)Cc2cccc3ccccc23)C1 (stereo not drawn)
  i, i, -3, 3, i, i, i, i, -11, i, i
> Cc1ccccc1NC(=S)N(CCc1c(C)[nH]c2ccc(F)cc12)Cc1cccnc1
  i, i, 9, 3, i, i, i, i, -13, i, i
> CC1=CC(C)(C)n2c(O)c(C3=NC(=S)NC3=O)c3cc(OC(=O)c4cccc5ccccc45)cc1c32
  i, i, 1, 8, i, i, i, i, -5, i, i
> Cc1cccc(S(=O)(=O)NCCC(=O)OC(C)C(=O)NC(=O)NC2CCCCC2)c1 (stereo not drawn)
  i, i, 4, 4, i, i, i, i, -11, i, i
> COc1ccc(C)cc1NS(=O)(=O)c1cn(C)nc1C
  i, i, 5, 8, i, i, i, i, -1, i, i
> O=C(CCS(=O)(=O)c1ccccc1)NC1CCCC1
  i, i, 2, -14, i, i, i, i, -4, i, i
> COCc1cc(=O)[nH]c(N2CCN(c3ccccc3OC)CC2)n1
  i, i, 2, 3, i, i, i, i, -2, i, i
> C=CCOc1ccc(CNc2ccc(NC(=O)CC(C)C)cc2)cc1OC
  i, i, 6, 1, i, i, i, i, -5, i, i
> CC1=NN(C(N)=S)C(=O)C1N=Nc1ccccc1C (stereo not drawn)
  i, i, 4, 2, i, i, i, i, 0, i, i
> CCOC(=O)c1ccc(NC(=O)c2nc(S(=O)(=O)Cc3ccccc3)ncc2Cl)cc1
  i, i, 2, 82*, i, i, i, i, -7, i, i
> O=C(COC(=O)/C=C/c1ccc([N+](=O)[O-])cc1)NCc1ccccc1
  i, i, 2, -1, i, i, i, i, -7, i, i
> O=C(c1ccc(F)cc1)N1CCCCC(Sc2nnnn2-c2ccccc2)C1=O (stereo not drawn)
  i, i, 10, -7, i, i, i, i, -1, i, i
> Cc1ccc(C)c(-c2nnc(NC(=O)c3ccc([N+](=O)[O-])o3)o2)c1
  i, i, 2, 80*, i, i, i, i, -5, i, i
> NC(N)=NS(=O)(=O)c1ccc(NC(=S)NC(=O)/C=C/c2cccs2)cc1
  i, i, 13, 4, i, i, i, i, -12, i, i
> CCN(CC)CCn1c2c(c(SCC(=O)Nc3cc(C)ccc3C)nc1=O)CCC2
  i, i, -2, -13, i, i, i, i, -11, i, i
> COc1ccc(CNC(=O)c2[nH]c(C)c(C(C)=O)c2C)cc1
  i, i, 2, 4, i, i, i, i, -11, i, i
> CCOc1cc2[nH]c(=O)n(CCCN3CCN(c4ccc(OC)cc4)CC3)c(=O)c2cc1OCC
  i, i, -6, -6, i, i, i, i, -2, i, i
> O=C(O)C[C@H]1c2cc(C(F)(F)F)ccc2S(=O)(=O)N1C1CCCC1
  i, i, 3, 0, i, i, i, i, 2, i, i
> CSc1ccccc1NC(=O)c1ccco1
  i, i, -6, -2, i, i, i, i, -3, i, i
> Clc1cccc(N2CCN(c3nnnn3-c3ccccc3)CC2)c1
  i, i, 0, -7, i, i, i, i, -10, i, i
> CCOC(=O)CCC(NC(=O)CCCC(=O)NC(CCC(=O)OCC)C(=O)OCC)C(=O)OCC (stereo not drawn)
  i, i, -1, -5, i, i, i, i, -6, i, i
> O=C(NCCOc1ccccc1F)c1ccccc1SCc1ccc(F)cc1
  i, i, ., -1, i, i, i, i, -8, i, i
> CN(Cc1ccco1)S(=O)(=O)c1nnc(NC(=O)c2cccc(Cl)c2)s1
  i, i, 0, 29, i, i, 25*, i, -8, i, i
> C=CCOc1ccccc1CNc1ccccc1C
  i, i, 0, 0, i, i, i, i, -8, i, i

# Continuation.
# Each structure is followed by: RGS4 inh, RGS4 pot, HDAC3 inh, SKKanGAS inh, ANO1 activ, KCNQ1 act, ANO1 block, KCNK9 inh, hERG rescue, KCNQ1 block, KCNK3 block
> CCSc1nnc(-c2ccc(S(=O)(=O)N3CCCC3)cc2)n1C
  i, i, ., -3, i, i, i, i, -14, i, i
> COc1ccc(CCN=C(C)c2cc(C)c(C)cc2O)cc1OC
  i, i, -1, 3, i, i, i, i, -5, i, i
> COc1ccc(NC(=S)NC2CCCCCC2)c(OC)c1
  i, i, -6, 7, i, i, i, i, -9, i, i
> COc1cc(/C=C2/C(=N)N3C(=NC2=O)SN=C3S(C)(=O)=O)ccc1OC(=O)c1ccco1
  i, i, 24, 2, i, i, i, i, -7, i, i
> CC(=O)Nc1ccc(NC(=O)C2C3CCC(C3)C2C(=O)O)cc1 (stereo not drawn)
  i, i, 2, 0, i, i, i, i, -5, i, i
> O=C(CN(c1ccc(Cl)cc1)S(=O)(=O)c1ccc(Cl)c([N+](=O)[O-])c1)NCCc1ccc(F)cc1
  i, i, 4, -6, i, i, i, i, -9, i, i
> CSc1ccc(S(=O)(=O)NCCSc2ccccn2)cc1
  i, i, 6, 6, i, i, i, i, -14, i, i
> CC(C)Nc1ncnc2c1cnn2Cc1ccccc1Cl
  i, i, 7, 4, i, i, i, i, -13, i, i
> COc1ccc(C2CCCN2C(=S)Nc2cccc(C)c2C)cc1OC (stereo not drawn)
  i, i, 3, 2, i, i, i, i, -8, i, i
